OX1R antag-1 = OX1R (human) antagonism; O43613; OX1R-expressing cells, FRET antagonist read-out; inhibition, % at 6.6 µM; 1.8% of 330,000 active; AID 485270; in the data active = inhibition mostly above about 38%, no sharp cut-off; inactive = mostly below about 40%;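 note: 0% = agonist challenge alone and 100% = reference antagonist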
Target sequence (O43613 whole entry, looked up): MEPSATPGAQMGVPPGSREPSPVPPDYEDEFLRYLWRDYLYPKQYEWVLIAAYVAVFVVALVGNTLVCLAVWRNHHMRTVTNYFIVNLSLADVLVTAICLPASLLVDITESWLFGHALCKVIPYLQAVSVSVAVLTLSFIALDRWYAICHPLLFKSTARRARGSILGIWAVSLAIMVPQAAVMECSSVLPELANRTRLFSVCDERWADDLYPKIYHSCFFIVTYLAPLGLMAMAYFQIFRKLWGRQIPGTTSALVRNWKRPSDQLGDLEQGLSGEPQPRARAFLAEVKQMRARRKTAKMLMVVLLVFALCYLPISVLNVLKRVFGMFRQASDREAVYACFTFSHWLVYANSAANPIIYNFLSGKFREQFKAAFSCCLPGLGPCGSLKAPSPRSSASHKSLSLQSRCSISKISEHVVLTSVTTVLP
STK33 inh = human STK33 kinase inhibition | Q9BYT3 | purified STK33, MBP phosphorylation, ADP-Glo luminescence | inhibition, % at 10 µM | 0.073% of 320,000 active;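 active = inhibition at or above 25%, using the most active replicate where run in duplicate; inactive = inhibition below 25%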
Target sequence (Q9BYT3 whole entry, looked up): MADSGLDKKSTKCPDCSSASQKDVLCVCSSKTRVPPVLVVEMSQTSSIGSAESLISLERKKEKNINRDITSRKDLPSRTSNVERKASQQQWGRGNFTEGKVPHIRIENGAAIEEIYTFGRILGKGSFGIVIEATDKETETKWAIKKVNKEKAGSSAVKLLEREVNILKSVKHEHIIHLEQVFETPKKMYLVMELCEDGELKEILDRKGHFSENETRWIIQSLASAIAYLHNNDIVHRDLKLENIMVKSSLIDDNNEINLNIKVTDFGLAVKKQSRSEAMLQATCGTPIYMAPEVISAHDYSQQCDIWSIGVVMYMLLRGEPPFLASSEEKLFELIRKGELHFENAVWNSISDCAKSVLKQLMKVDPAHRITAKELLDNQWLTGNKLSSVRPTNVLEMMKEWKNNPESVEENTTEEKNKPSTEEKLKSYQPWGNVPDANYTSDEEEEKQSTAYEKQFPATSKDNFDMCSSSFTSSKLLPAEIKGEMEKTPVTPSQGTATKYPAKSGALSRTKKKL
OX1R antag-2 = human HCRTR1 antagonism; O43613; inhibition, % at 5 µM; CHO/OX1R cells, Fluo-8 calcium fluorescence, orexin A; 0.43% of 330,000 active; AID 434989;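 active = inhibition above its plate's threshold, mean inhibition of all tested compounds on the plate plus 3 SD, cut at about 37% in these data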;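 note: 0% = orexin A challenge wells and 100% = SB-334867-A antagonist wells; not every result past the cut was called active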
* marks the source's active call; other numbers are inactive results; / = no result given.

Preview, 4 compounds:
SMILES	OX1R antag-1	STK33 inh	OX1R antag-2
COc1ccc(Cl)cc1N1C(=O)C2CCCN2C1c1cccc(F)c1 (stereo not drawn)	12	0.3	-28
CN(C)C(=O)c1cc(C(=O)c2ccccc2F)c[nH]1	-5	-0.5	-15
c1ccc(Cn2nnc3c(NCc4ccc5c(c4)OCO5)nc(C4CC4)nc32)cc1	6	-2.9	-20
O=C(NNc1cccc(Cl)n1)Nc1ccccc1Cl	4	-1.2	-1

The list itself, from the start:
SMILES	OX1R antag-1	STK33 inh	OX1R antag-2
COc1ccc(Cl)cc1N1C(=O)C2CCCN2C1c1cccc(F)c1 (stereo not drawn)	12	0.3	-28
CN(C)C(=O)c1cc(C(=O)c2ccccc2F)c[nH]1	-5	-0.5	-15
c1ccc(Cn2nnc3c(NCc4ccc5c(c4)OCO5)nc(C4CC4)nc32)cc1	6	-2.9	-20
O=C(NNc1cccc(Cl)n1)Nc1ccccc1Cl	4	-1.2	-1
O=C(Cc1ccccc1)NCC(=O)N1CCC1	1	-0.8	-6
COc1cc(NC(=S)NC(=O)c2ccccc2C)ccc1NC(=O)c1cccs1	25	-2.7	-24
Cc1ccc(S(=O)(=O)N(C)CCCC(=O)Nc2ccccn2)cc1	9	-2.2	-6
CC12CCC(=O)N1C(C(=O)NNC(=O)c1cccc(Cl)c1)CS2 (stereo not drawn)	19	0.0	-4
Cn1cc(S(=O)(=O)N2CCN(c3ccccc3)CC2)c(=O)n(C)c1=O	10	0.1	-21
CCC1CCCCN1C(=O)c1cccc(S(=O)(=O)Nc2cc(C(F)(F)F)ccc2Cl)c1 (stereo not drawn)	31	-2.0	-22
O=C(NCC1CCCN(Cc2ccc3nonc3c2)C1)c1cccc(C(F)(F)F)c1 (stereo not drawn)	30	0.5	-26
O=C(COC(=O)CNC(=O)c1ccc(Cl)cc1Cl)Nc1cccc(S(=O)(=O)N2CCCC2)c1	23	-0.8	-9
CC1(c2ccc(OC(F)F)cc2)NC(=O)N(CC(=O)NCCC2=CCCCC2)C1=O (stereo not drawn)	1	-2.0	-4
CC(=O)C1=C(O)C(=O)N(CCCn2ccnc2)C1c1ccc(C)cc1 (stereo not drawn)	14	-0.2	-2
O=C(CCCn1c(=S)[nH]c2ccc(Br)cc2c1=O)NCC1CCCO1 (stereo not drawn)	7	-7.2	-23
c1c2c(cc3sc(N4CCOCC4)nc13)OCCO2	9	7.8	-12
Cc1ccc(Nc2cc(C)nc3ccccc23)c(C)c1	1	-1.6	-10
CCc1nnc(NC(=O)CN2CCN(Cc3ccc(C)cc3)CC2)s1	-1	0.3	-18
C=CCNCc1cccn1-c1ccccc1	2	-0.6	-13
Cc1ccc(N(Cc2cc3ccc(C)cc3[nH]c2=O)S(C)(=O)=O)c(C)c1	7	-0.9	-43
CCOc1ccc(NC(=O)CN2CC(c3ccccc3)CC2=O)cc1 (stereo not drawn)	20	0.4	-19
O=S(=O)(c1ccccc1Br)N(Cc1ccccc1)CC(O)COCc1ccccc1 (stereo not drawn)	36*	/	41
COc1ccc(-n2c(Cc3cccn3C)nnc2SCC(=O)Nc2nccs2)cc1	8	-0.5	-12
CC(=O)Nc1cccc(NC(=O)/C=C/c2ccc(S(=O)(=O)N3CCOCC3)cc2)c1	11	2.9	10
CCCCNC(=S)NNC(=O)c1csc(CC)c1	4	-2.3	-14
COc1ccc(F)cc1S(=O)(=O)N1CCN(C(=O)c2ccco2)CC1	15	-0.7	-7
NC(=O)N/N=C/c1cn(-c2ccccc2)nc1-c1cccnc1	5	1.6	-6
c1ccc(Cc2ccc(OCCCNC3CCCC3)cc2)cc1	13	-1.6	-7
N#C/C(=C\c1ccc(Cl)cc1)c1nc2ncccc2[nH]1	48	0.3	-26
CC(C)(C)c1ccc(-c2nnc(SCC(=O)NCC3CCCO3)n2N)cc1 (stereo not drawn)	1	-1.3	-13
Cc1ccccc1OCC(=O)OCC(=O)NCc1ccc2c(c1)OCO2	4	-0.7	-9
O=C(COC(=O)/C=C/c1cccc(Cl)c1)NC(=O)NCc1ccccc1	-2	7.6	-11
Cc1cccc(NC(=O)c2cccc3c2-c2ccccc2C3=O)n1	23	0.6	-14
Cc1cc(NC(=O)c2ccco2)ncc1NC(=O)Cc1ccccc1	34	0.0	-16
COc1ccc(NC(=O)Cn2nnc(C(=O)NCc3cccs3)c2N)cc1	-4	-0.7	-1
Cc1ccc(CNC(=O)CNS(=O)(=O)c2cccc3nsnc23)cc1	61	/	-25
C=CC[C@@H](Cc1ccc(F)cc1)C(=O)OC[C@H]1CCCN1C(=O)[C@H](CC=C)CC(=O)N[C@H](CO)Cc1ccccc1	-1	-0.8	4
CNC(=O)c1ccsc1NC(=O)c1ccc(S(=O)(=O)N2CCCc3ccccc32)cc1	34	-2.6	-3
COc1ccc(N(CC(=O)N2CCc3ccccc3C2)S(=O)(=O)c2c(C)nn(C)c2C)cc1	42*	0.1	-25
COC(=O)C1C2C=CC3(CN(C(C)c4ccc(OC)cc4)C(=O)C13)O2 (stereo not drawn)	20	-1.1	-9

Look-ups from the entries so far:
OX1R antag-2 result of Cc1ccc(CNC(=O)CNS(=O)(=O)c2cccc3nsnc23)cc1 : -25
OX1R antag-1 result of CCOc1ccc(NC(=O)CN2CC(c3ccccc3)CC2=O)cc1 (stereo not drawn) : 20
OX1R antag-2 result of COc1ccc(N(CC(=O)N2CCc3ccccc3C2)S(=O)(=O)c2c(C)nn(C)c2C)cc1 : -25
OX1R antag-2 result of O=S(=O)(c1ccccc1Br)N(Cc1ccccc1)CC(O)COCc1ccccc1 (stereo not drawn) : 41
OX1R antag-2 result of COc1ccc(NC(=O)Cn2nnc(C(=O)NCc3cccs3)c2N)cc1 : -1

(cont.)
SMILES	OX1R antag-1	STK33 inh	OX1R antag-2
O=C(COc1ccccc1Cl)N(Cc1cccs1)C1CCS(=O)(=O)C1 (stereo not drawn)	-1	0.7	-10
O=C1CCS/C(=N\N=C\c2ccc(Cl)cc2Cl)N1	10	-2.9	-7
O=S(=O)(Nc1ccc2[nH]ncc2c1)c1ccccc1Cl	11	4.1	-7
Cc1cc(C)c2cc(C(=O)Nc3ccccc3)[nH]c2c1	16	0.4	-25
O=C(NCC1CCCO1)c1cc(-c2ccc(F)cc2)no1 (stereo not drawn)	18	0.3	0
CC1(c2ccc(OC(F)F)cc2)NC(=O)N(CC(=O)NC2CCCCC2)C1=O (stereo not drawn)	2	-0.7	-9
CCCCCn1c(=O)[nH]c2cc(C(=O)NC3CCN(Cc4ccccc4)CC3)ccc2c1=O	10	-0.1	-11
O=C(Nc1ccc(Nc2ccccc2)cc1)N1CCOCC1	15	-0.2	-14
N#CCCN(CC(=O)O)S(=O)(=O)c1ccccc1	12	-1.5	-7
COc1cccc(N2CCN(c3ncnc4c3[nH]c3ccccc34)CC2C)c1 (stereo not drawn)	112*	-1.9	91*
CCCCN(CC)CCNC(=O)CCC(=O)Nc1ccc2nc(N3CCN(C)CC3)cc(C)c2c1	7	-1.1	-5
Cc1ccccc1-c1cc(C(=O)NCc2ccc(OC(F)(F)F)cc2)nn1CC1CC(c2cccc([N+](=O)[O-])c2)=NO1 (stereo not drawn)	3	0.7	1
O=C(CSCc1nc2c(nnn2Cc2ccc(F)cc2)c(=O)[nH]1)Nc1c(Cl)cc(Cl)cc1Cl	10	-0.2	-6
Nc1c(NCCc2ccccc2)c2ccccc2oc1=O	5	-0.2	-16
O=C(N=C1SC2CS(=O)(=O)CC2N1c1cccc(Cl)c1)C1CCCO1 (stereo not drawn)	-1	-1.2	3
Cc1ccc2oc(=O)c3cnn(CC(=O)NC4CCC(C)CC4)c3c2c1 (stereo not drawn)	13	0.1	-35
COc1ccc(C=NOCC(=O)OCC(=O)Nc2ccc(OC)cc2)cc1	12	-0.7	0
CC(C)(C)c1ccc(C(CC(=O)O)NC(=O)c2ccccc2F)cc1 (stereo not drawn)	12	0.3	-19
COC(=O)[C@H](CC(C)C)NC(=O)NCc1ccc(Cl)cc1	5	0.2	17
COCCNC(=S)NNC(=O)c1ccc(-n2cnnn2)cc1	13	-2.5	0
COC(=O)CN1C(C)=Nc2ccc(Br)cc2C1c1ccccc1 (stereo not drawn)	13	1.0	-23
CCOc1ccc(NC(=O)Cn2nnc(C(=O)NCc3cccs3)c2N)cc1	2	1.4	-16
Nc1c(C(=O)O)cnc2nc(N3CCOCC3)nn12	8	-1.1	-4
CC(C)c1cc(C(=O)OCC(=O)N2CCN(C(=O)c3ccco3)CC2)c(O)c(C(C)C)c1	12	-1.2	-24
COc1ccc(-c2nc3c(c(=O)c4ccccc4n3C)c(=O)n2Cc2ccccc2)cc1	7	-1.2	-20
Cc1[nH]c2ccc(Br)cc2c(=O)c1CN1CCCCCC1	4	-0.3	-23
CC(=O)N1CCN(C(=O)C2CCN(S(=O)(=O)c3ccccc3C(F)(F)F)CC2)CC1	6	-1.7	-12
O=C(NC(=S)Nc1ccc(C(=O)N2CCOCC2)cc1)c1ccc([N+](=O)[O-])cc1	15	1.5	-7
Cc1ccnc(N2CCC(C(=O)NNC(=O)c3ccncc3)CC2)n1	7	0.4	-7
Cc1ccc(N2CC(C(=O)Nc3ccc(N4CCOCC4)cc3)CC2=O)cc1C (stereo not drawn)	8	0.4	-15
COc1ccc(/C=C2/CC/C(=C\c3ccc(OC)c(OC)c3OC)C2=O)c(OC)c1OC	15	/	-27
CC(C)CNC(=O)C(=O)Nc1cc2c3c(c1)CCC(=O)N3CCC2	4	1.7	-1
C=C1C[C@H]2[C@@H]3C=C(C)C4=CC(=O)CC[C@]4(C)[C@H]3CC[C@]2(C)[C@@]1(OC(C)=O)C(C)=O	13	-2.1	-30
CCSc1nnc(NC(=O)COc2ccccc2)s1	1	-0.6	-18
CN(C1CCCCC1)S(=O)(=O)c1ccc(C(=O)O)cc1	1	-3.7	-15
CCN(CC)CCNC(=O)CCc1n[nH]c(=O)c2ccccc12	8	0.2	6
CCOc1ccc(C2N(c3cc(Cl)ccc3OC)C(=O)C3CCCN32)cc1OC (stereo not drawn)	20	4.1	-23
CC1(C)CSC(=S)N1S(=O)(=O)c1ccccc1	10	-2.2	-12
CC/C(O)=C1\C(=O)CC(c2ccccc2)CC1=NCCc1c(C)[nH]c2ccc(C)cc12 (stereo not drawn)	8	-0.1	-33
O=C(c1cccnc1Nc1ccc2c(c1)CCC2)N1CCOCC1	11	0.8	-19
COc1ccccc1/C=C/C=N/NC(=O)c1cc(-c2ccc(C)o2)[nH]n1	16	-0.7	3
C=C(C)CCC(C)N1CCC(n2nccc2NC(=O)CCOc2ccccc2)CC1 (stereo not drawn)	29	-0.1	-18
CCOC(=O)/C(C#N)=C/c1c(Oc2cc(C)cc(C)c2)nc2ccccn2c1=O	13	-0.2	-13
Cc1cc(=O)oc2cc(NC(=O)Cc3ccccc3[N+](=O)[O-])ccc12	14	-1.1	0
Fc1ccccc1CN1CCN(c2ncccn2)CC1	6	-1.2	-7
COC(=O)Nc1cc(C(=O)c2ccc(Cl)cc2Cl)c[nH]1	-5	0.6	-5
COc1ccccc1NC(=O)c1ccc(NC(=O)COC(=O)C(C)C)cc1	-10	0.9	-9
COc1ccc(NC(=O)COc2ccccc2Cc2ccccc2)cn1	10	3.3	3
Cc1ccc(NC(=O)N2CCC(C(=O)NCc3ccc(F)cc3)CC2)cc1	16	0.5	-19
COc1ccccc1-c1nnc(NC(=O)Cc2ccccc2)o1	12	-1.2	-5
O=C(O)c1cccc(C(=O)Cc2ccccc2)c1	16	-0.2	-12
Cc1ccccc1-n1c(SCC(=O)N2CCOCC2)nc(O)c(Cc2ccccc2)c1=O	3	0.1	-4
COc1ccc(-c2c(-c3ccc(OC)c(F)c3)c3ccccc3n2C)cc1	0	0.1	-29
CC(C)CN1C(=O)C(=O)N(CC(=O)Nc2cccc(Cl)c2Cl)C1=O	9	-1.4	-16
CC1(OC(=O)C2CCCC2)C(=O)C=C2C=C(c3ccsc3)OC=C2C1=O (stereo not drawn)	31	-1.0	-7
CC(C)(O)C#Cc1ccc(C(=O)NCc2ccccc2F)cc1	14	-1.7	-9
COc1ccccc1CNC(=O)C1CC(c2c(Cl)cccc2Cl)=NO1 (stereo not drawn)	27	-2.7	-19
CC(C)c1ccc(NC2CCCN(C(=O)CCN3CCOCC3)C2)cc1 (stereo not drawn)	18	-0.9	-14
CCn1c(SCC(=O)Nc2ccccc2F)nnc1-c1cnccn1	-8	-1.3	1
C=CCn1c2c(c(=O)[nH]c1=S)CN(C(C)c1ccccc1)CN2 (stereo not drawn)	-1	0.2	-15

The results go on:
SMILES	OX1R antag-1	STK33 inh	OX1R antag-2
Cc1c(/C=N/NC(=O)c2ccc3c(c2)OCO3)cnn1C	9	-0.4	-13
CC(C)c1ccc(N2C(=O)C(Cl)=C(N3CCOCC3)C2=O)cc1	11	0.2	-12
CC(=O)c1csc(COc2cc(Cl)cc(Cl)c2)n1	22	-0.3	-27
COc1ccc(CN2CCC(Oc3ccc(C(=O)N4CCCC4)cc3)CC2)c(F)c1	19	-1.1	-12
COc1ccc(-c2[nH]ncc2CN2CCCC(C(=O)c3cccc(OC)c3)C2)cc1 (stereo not drawn)	19	-0.4	-26
Cc1cc(C)n2nc(C(=O)N/N=C/c3cn(C)nc3C)nc2n1	5	-1.3	1
COc1ccccc1N1CCN(Cc2cccs2)CC1	16	-0.7	-19
Cc1cc(C)cc(N(CC(=O)Nc2ccc(-c3nc4ccc(C)cc4s3)cc2)S(C)(=O)=O)c1	-4	0.5	37*
COc1cc(OC)cc(C(=O)Nc2c(F)cccc2F)c1	13	-1.0	-12

Full records, quoted from the list. Order of values: OX1R antag-1 | STK33 inh | OX1R antag-2
Listed for Cc1cc(C)n2nc(C(=O)N/N=C/c3cn(C)nc3C)nc2n1 = 5 | -1.3 | 1
Listed for COc1cc(OC)cc(C(=O)Nc2c(F)cccc2F)c1 = 13 | -1.0 | -12

Screening data from PubChem.
